PABP1 MLLE inh: inhibitors of microRNA-mediated deadenylation, human PABP1 MLLE binding; GST-MLLE / FITC-PAM2 fluorescence polarization; inhibition, % at 20 µM; 360,000 compounds, 0.36% hits; AID 588489; in the data active = inhibition above about 35%, passing the limit was not always enough;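 also: plate controls were DMSO wells with GST-MLLE for no effect and wells lacking GST-MLLE protein for full effect; some results filed as inactive read as strong as hits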
Tb MetRS inh: blocks T. brucei methionyl-tRNA synthetase activity; inhibition, % at 11.9 µM; 360,000 compounds, 0.4% hits; purified T. brucei MetRS, ATP depletion, Kinase-Glo luminescence; AID 624268;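 active = inhibition above a per-plate cutoff of the control wells' mean inhibition plus 3 SD, cut at about 5.5% in these data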;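 also: 0% = DMSO wells median and 100% = median of wells with control inhibitor compound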
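Material: parasite MetRS enzyme / Replication: singlicate, one well per compound / Signal: luminescence of leftover ATP / Schedule: 2 h aminoacylation at 25 °C after 15 min preincubation / Medium: HEPES-MgCl2-KCl buffer plus DTT, spermine, BSA, pyrophosphatase / Doses: 11.9 µM single point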
STEP inh: inhibitors of human striatal-enriched phosphatase STEP | recombinant STEP, OMFP fluorogenic substrate, fluorescence | inhibition, % at 20 µM | 360,000 compounds, 0.25% hits;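 active = inhibition at 20 µM, scaled per plate between control wells, above about 37%, limit read from the data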;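 also: 0% = DMSO with enzyme and substrate and 100% = substrate only without enzyme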
Target sequence (P54829 whole entry, looked up): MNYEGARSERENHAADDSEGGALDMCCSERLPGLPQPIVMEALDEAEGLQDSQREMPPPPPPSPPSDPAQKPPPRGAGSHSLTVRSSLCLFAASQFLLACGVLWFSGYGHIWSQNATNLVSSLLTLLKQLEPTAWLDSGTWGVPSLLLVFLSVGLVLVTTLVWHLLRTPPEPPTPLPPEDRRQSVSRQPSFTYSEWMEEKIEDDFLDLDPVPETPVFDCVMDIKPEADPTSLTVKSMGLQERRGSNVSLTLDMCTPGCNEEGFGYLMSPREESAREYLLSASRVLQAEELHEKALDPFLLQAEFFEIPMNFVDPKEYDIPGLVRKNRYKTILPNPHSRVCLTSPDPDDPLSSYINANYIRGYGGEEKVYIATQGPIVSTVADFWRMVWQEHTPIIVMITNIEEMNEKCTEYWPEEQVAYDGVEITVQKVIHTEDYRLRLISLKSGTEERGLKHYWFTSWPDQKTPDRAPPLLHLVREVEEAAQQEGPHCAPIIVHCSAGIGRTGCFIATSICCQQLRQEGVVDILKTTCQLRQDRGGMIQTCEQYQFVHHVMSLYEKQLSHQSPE
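medium = Bis-Tris buffer pH 6.0, 2.5 mM DTT, 0.005% Tween 20 | test system = STEP (striatal-enriched tyrosine phosphatase) enzyme, cell-free | measure = normalized % inhibition | compound dosing = 20 µM, 1% DMSO | also added = 25 µM OMFP | schedule = reaction 20 min, ambient temperature | measured by = fluorescence read at 480 nm ex / 540 nm em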
SUMO1-SIM PPI: SUMO1-SIM interaction modulation; P63165; SUMO1 binding to a labelled peptide, TR-FRET, 1 h; inhibition, % at 20 µM; 360,000 compounds, 0.33% hits; in the data active = inhibition above about 37%
Target sequence (P63165 whole entry, looked up): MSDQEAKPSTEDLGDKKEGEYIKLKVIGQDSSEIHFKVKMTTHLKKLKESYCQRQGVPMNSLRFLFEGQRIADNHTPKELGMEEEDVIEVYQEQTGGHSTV
Scp1 inh: Scp-1 (human) phosphatase inhibition; 340,000 compounds, 0.88% hits; Recombinant Scp1, phosphopeptide, malachite green phosphate absorbance; inhibition, % at 20 µM; AID 493091; Q9GZU7;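 active = inhibition above about 50% at 20 µM, limit read from the data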;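 also: plate controls were DMSO wells with enzyme for no effect and wells lacking enzyme for full effect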
Target sequence (Q9GZU7 76-261 limits assumed): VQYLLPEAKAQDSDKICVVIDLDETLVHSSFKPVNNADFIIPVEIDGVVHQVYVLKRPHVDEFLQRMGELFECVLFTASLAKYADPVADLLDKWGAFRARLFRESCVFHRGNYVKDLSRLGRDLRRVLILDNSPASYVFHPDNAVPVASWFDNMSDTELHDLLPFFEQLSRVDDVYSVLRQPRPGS
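Incubation: 45 min enzyme reaction at room temperature / System: truncated SCP-1 phosphatase (76-261aa) / Reagent: Phospho 17-mer peptide substrate / Buffer or medium: Acidic Tris acetate buffer with magnesium and detergent / Signal: absorbance at 630 nm / Doses: one concentration, 20 µM, with 1.0% DMSO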
DNMT1 block: DNMT1 (human) enzyme inhibition; P26358; DNMT1 molecular beacon, Hinp1I cleavage, fluorescence; inhibition (reported as % activation of signal), % at 10 µM; 360,000 compounds, 0.83% hits; AID 588458; in the data active = inhibition above about 50%
LMPTP inh: LMPTP (human) inhibition. inhibition, % at 20 µM. AID 651560. 360,000 compounds, 0.22% hits. P24666. recombinant LMPTP-A, OMFP fluorogenic substrate, fluorescence intensity;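 active = compounds that cut the enzyme signal by at least half of the control window in the single-dose screen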;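 also: plate controls were DMSO wells with enzyme plus substrate for no effect and substrate without enzyme for full effect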
Target sequence (P24666 whole entry, looked up): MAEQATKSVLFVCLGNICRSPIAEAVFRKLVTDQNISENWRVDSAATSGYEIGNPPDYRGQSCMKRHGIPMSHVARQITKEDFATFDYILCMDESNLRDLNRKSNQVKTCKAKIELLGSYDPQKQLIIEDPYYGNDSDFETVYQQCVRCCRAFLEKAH
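Test system: LMPTP-A, protein tyrosine phosphatase of low molecular weight; Input: 0.625 nM enzyme; Incubation: 50 min dark incubation at room temperature; Signal: endpoint fluorescence intensity from OMFP dephosphorylation; Read-out basis: % inhibition versus control wells.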
Rpn11 inh: blocks the human proteasome subunit Rpn11 | O00487 | human 26S proteasome, Ub4-pepOG fluorescence polarization; 20S core pre-blocked with epoxomicin | calls only at 20 µM | 360,000 compounds, 0.59% hits | AID 588493;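 active = inhibition at 20 µM, scaled to each plate's controls, above about 33%, limit read from the data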
NadD block: NadD (S. aureus) enzyme inhibition. purified NadD enzyme, colorimetric absorbance read-out. 360,000 compounds, 0.78% hits. inhibition, % at 20 µM. AID 602399; in the data active = inhibition above about 26%; also: some compounds past the cut are filed as inactive
CSN deneddyl inh: blocks human CSN-mediated cullin deneddylation. AID 651999. Purified CSN, SCF-Nedd8-OG deneddylation, fluorescence polarization. Q92905. inhibition, % at 12.5 µM. 360,000 compounds, 0.38% hits;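 active = pattern-corrected inhibition above about 35%, with an unprinted fluorescence ratio check between 0.5 and 1.5, limit read from the data, passing the limit was not always enough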;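 also: 0% = enzyme with substrate and 100% = substrate without enzyme; some results filed as inactive read as strong as hits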
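test system = HEK293T-derived human Csn5 enzyme | amount = 0.24 nM Csn5 enzyme, final concentration | medium = Tris/NaCl/DTT buffer, pH 7.5 | schedule = 90 min reaction at room temperature | signal = FP | evaluation = inhibition of Csn5 cleavage, % | compound dosing = single dose of 12.5 µM compound with 0.25% DMSO | probe or stimulus = 10 nM SCFSkp2-Nedd8OG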
An asterisk follows results filed as active; i = inactive; . = no result given; + = active, no number.

Start of the data: the first 7 entries (preview)
SMILES	PABP1 MLLE inh	Tb MetRS inh	STEP inh	SUMO1-SIM PPI	Scp1 inh	DNMT1 block	LMPTP inh	Rpn11 inh	NadD block	CSN deneddyl inh
CCCCc1cc(=O)oc2cc(OC(C)C(=O)NCCN3CCOCC3)c(Cl)cc12 (stereo not drawn)	-3	-1.1	-4	3	17	1	-0.5	i	-1	5
C=CCN1C(=O)/C(=C/c2cccs2)S/C1=N\S(=O)(=O)c1ccc(F)cc1	-3	-0.4	-1	-1	-9	11	1.8	i	-2	2
COc1ccc(OCC#CCn2ccnc2)cc1	1	-2.0	-4	5	7	1	-0.7	i	-1	-2
O=C(O)c1cccc(NC(=O)c2cc(-c3cccc(Cl)c3)nc3ccccc23)c1	-6	0.8	2	-6	5	-2	3.8	i	6	-5
CC1C(=O)C(C)C(c2ccccc2)N(N=O)C1c1ccccc1 (stereo not drawn)	-3	-0.3	1	1	-16	0	-0.5	i	-5	-1
CCOC(=O)N1CCN(C(=O)CSc2ncnc3sccc23)CC1	-1	-0.5	2	6	-3	0	-0.5	i	-6	3
COc1ccc(CCN(C)C(=O)CNC(=O)c2ccccc2F)cc1OC	3	0.0	0	4	-1	-3	-1.1	i	-3	2

Results, from the start:
SMILES	PABP1 MLLE inh	Tb MetRS inh	STEP inh	SUMO1-SIM PPI	Scp1 inh	DNMT1 block	LMPTP inh	Rpn11 inh	NadD block	CSN deneddyl inh
CCCCc1cc(=O)oc2cc(OC(C)C(=O)NCCN3CCOCC3)c(Cl)cc12 (stereo not drawn)	-3	-1.1	-4	3	17	1	-0.5	i	-1	5
C=CCN1C(=O)/C(=C/c2cccs2)S/C1=N\S(=O)(=O)c1ccc(F)cc1	-3	-0.4	-1	-1	-9	11	1.8	i	-2	2
COc1ccc(OCC#CCn2ccnc2)cc1	1	-2.0	-4	5	7	1	-0.7	i	-1	-2
O=C(O)c1cccc(NC(=O)c2cc(-c3cccc(Cl)c3)nc3ccccc23)c1	-6	0.8	2	-6	5	-2	3.8	i	6	-5
CC1C(=O)C(C)C(c2ccccc2)N(N=O)C1c1ccccc1 (stereo not drawn)	-3	-0.3	1	1	-16	0	-0.5	i	-5	-1
CCOC(=O)N1CCN(C(=O)CSc2ncnc3sccc23)CC1	-1	-0.5	2	6	-3	0	-0.5	i	-6	3
COc1ccc(CCN(C)C(=O)CNC(=O)c2ccccc2F)cc1OC	3	0.0	0	4	-1	-3	-1.1	i	-3	2
Cc1cc(C)nc(NC(=NCCc2c[nH]c3ccccc23)NC(=O)c2ccco2)n1	-4	-0.3	1	-4	2	-9	0.7	i	26	6
CCN(CC)C(=O)CSc1nc2sc3c(c2c(=O)n1-c1ccc(C)cc1)CC(C)(C)SC3	0	-0.9	4	-16	-7	-6	7.2	i	21	5
CCN(CC)S(=O)(=O)c1ccc(NS(=O)(=O)c2cccs2)cc1	15	-0.4	2	4	-10	2	-0.7	i	0	-6
Cc1cc(C)nc(Sc2nc(Nc3ccccc3)nc(Sc3nc(C)cc(C)n3)n2)n1	5	0.8	-3	3	0	3	0.8	i	5	-1
COc1ccc2c(c1)C(C)=CC(C)(C)N2C(=O)CSc1nnc(-c2ccc(C)cc2)o1	-40	0.0	0	-1	-11	-1	2.6	i	-6	2
COc1ccc(COC(=O)C2CCN(S(=O)(=O)c3ccc(C)cc3)CC2)cc1	-9	0.0	-2	1	-12	1	0.5	i	-4	3
NS(=O)(=O)c1ccc(CCNS(=O)(=O)c2cccc3nsnc23)cc1	6	-0.1	2	-30	2	2	-0.8	i	3	3
N#Cc1ccc(CSc2nnc(-c3cccnc3)n2-c2ccccc2)cc1	-5	-0.6	0	-2	-6	-4	-1.3	i	3	4
COc1ccc(NC(=O)C[C@H]2C(=O)N(c3ccc(Br)cc3)C[C@@H]2CSC)cc1	7	-1.1	0	5	.	-1	0.4	i	-2	0
Fc1ccc2nc3c(nc2c1)CCCC3	-8	-0.4	2	-2	-10	-6	-1.9	i	-5	-2
COc1ccccc1NC(=O)CCN1CCN(Cc2ccccc2)CC1	9	-0.2	-5	-1	3	2	0.0	i	3	-3
O=C(CCN1C(=O)CSc2ccccc21)Nc1ccc(C(F)(F)F)cc1	-41	0.1	-1	2	-8	-4	1.0	i	-1	-3
NC(=O)C1=C(N=C2CCCCC2)CCCC1	-2	-0.4	4	2	-5	3	-0.6	i	1	53*
CCOc1ccc(N2C(=O)c3ccccc3C2=O)cc1	15	-0.3	-1	-6	-4	11	4.0	i	0	0
Cc1ccc(NC(=O)COc2ccc(Br)cn2)cc1	-14	0.7	-1	2	-4	2	-3.9	i	0	2
COc1ccc(N(C(=O)c2cccnc2)S(=O)(=O)c2ccc(F)cc2)cc1	10	0.5	-3	0	3	1	0.5	i	6	2
COc1ccc(S(=O)(=O)N(CC(=O)N2CCCCCC2)c2ccccc2OC)cc1	-6	0.7	1	2	-8	-1	-0.6	i	1	7
CC(=O)c1sc(NS(=O)(=O)c2ccc(C)cc2)nc1C	-5	-1.4	-2	-5	1	3	0.9	i	2	-16

Grouped by structure: those above containing a Cl atom.
SMILES	PABP1 MLLE inh	Tb MetRS inh	STEP inh	SUMO1-SIM PPI	Scp1 inh	DNMT1 block	LMPTP inh	Rpn11 inh	NadD block	CSN deneddyl inh
CCCCc1cc(=O)oc2cc(OC(C)C(=O)NCCN3CCOCC3)c(Cl)cc12 (stereo not drawn)	-3	-1.1	-4	3	17	1	-0.5	i	-1	5
O=C(O)c1cccc(NC(=O)c2cc(-c3cccc(Cl)c3)nc3ccccc23)c1	-6	0.8	2	-6	5	-2	3.8	i	6	-5

More entries:
SMILES	PABP1 MLLE inh	Tb MetRS inh	STEP inh	SUMO1-SIM PPI	Scp1 inh	DNMT1 block	LMPTP inh	Rpn11 inh	NadD block	CSN deneddyl inh
CCc1ncc(CN2CCC(C(=O)Nc3cccc(-c4cscn4)c3)CC2)cn1	-10	-0.1	0	3	-2	-1	0.5	i	4	-2
CCOc1cc(C(=O)CCC(=O)OCC(=O)Nc2ccc(F)cc2)ccc1O	0	-0.4	1	-4	-2	-1	-1.2	i	-3	-1
Cc1ccn2cc(CCNS(=O)(=O)c3ccc(F)c(C(F)(F)F)c3)nc2c1	-6	0.3	0	6	-9	4	-0.5	i	0	1
CC1(C(=O)NS(=O)(=O)C2CC2)CCCN(C(=O)c2ccc(C(F)(F)F)cc2)C1 (stereo not drawn)	-1	0.5	-1	-3	.	-1	-1.8	i	5	-5
O=C(Nc1nc(-c2ccccc2)cs1)c1ccccc1F	-6	0.3	1	7	-5	2	0.2	i	-4	-3
C[C@H]1CN([C@@H](C)CO)C(=O)CCCn2nncc2CO[C@@H]1CN(C)Cc1ccc2c(c1)OCCO2	1	-1.0	0	0	.	6	-1.7	i	2	4
O=C(NC(=S)NCCCN1CCOCC1)c1ccco1	26	0.1	-2	3	-9	-4	-1.8	i	0	1
Cn1c(SCC(=O)OCC(=O)c2ccccc2)nnc1-c1cccs1	-2	0.5	0	6	-5	4	0.4	i	3	0
c1ccc(OCCn2c(-c3ccco3)nc3ccccc32)cc1	-22	0.3	-2	4	0	17	3.2	+	15	9
COc1ccc(/C=C(\C#N)C(=O)NCc2ccccc2)cc1	-10	-0.6	-1	-19	-14	-2	1.5	i	-5	-3
CCOC(=O)C(O)(CCC(O)(C(=O)OCC)C(=O)OCC)C(=O)OCC	-5	-0.6	-2	8	4	0	-0.7	i	-1	1
COc1c(C)cc(C(O)c2ncc(-c3ccc(Cl)cc3)[nH]2)cc1C (stereo not drawn)	-8	-0.1	-1	4	.	7	0.6	i	8	-5
COCC(C)n1c(SCC(=O)N2CCOCC2)nc2ccccc2c1=O (stereo not drawn)	1	-0.4	-4	-1	6	6	-0.1	i	-4	1
O=[N+]([O-])c1ccc(N=Cc2sc3ccccc3c2O)cc1	-56	-1.0	4	-22	-2	-1	1.3	+	4	33
COC(=O)[C@]12CCCCC=C1N(Cc1cccc3ccccc13)C(=O)[C@H](CC(=O)NCCc1ccccc1OC)C2	.	-0.9	.	2	.	.	3.7	.	4	0
COc1ccc(-n2c(=O)c(CCC(=O)N(C)Cc3cccs3)nc3ccccc32)cc1	5	-0.4	4	-20	-6	0	0.4	i	-4	-1
COc1ccc(C=Nc2cccnc2N)cc1	11	-3.2	2	-8	-6	2	6.0	i	-1	-19
Cc1cc(Br)ccc1NC(=O)CN(C)C(=O)c1cccc(S(=O)(=O)N2CCN(C)CC2)c1	-51	0.1	0	0	-6	4	-1.4	i	1	-3
O=C(COC(=O)CNC(=O)C1CCCCC1)Nc1cccc(F)c1	-1	-0.1	0	13	-6	-2	-0.5	i	-5	1
O=C(Nc1ccsc1C(=O)NC1CCCCC1)c1ccccc1	-5	0.2	0	13	-16	7	1.8	i	-1	3
CCCN1C(=O)/C(=C/c2ccccc2OCc2ccc(C(=O)O)cc2)NC1=S	-143	-0.1	4	-10	-7	-1	0.6	i	8	-4
O=C1N=C(N2CCCCC2)S/C1=C\c1cn[nH]c1-c1ccccc1	6	-0.8	0	3	6	2	-1.6	i	2	2
Cc1ccc(C(=O)CC(=O)COc2ccc(Cl)cc2)cc1	11	0.4	1	3	-20	1	3.9	i	3	-1
COc1cc(CC(=O)OCC(=O)Nc2ccc(Cl)c(S(=O)(=O)N(C)C)c2)cc(OC)c1OC	-5	-0.6	-1	-3	0	-5	-0.5	i	-8	-3
C/C(=N\Nc1cc(Cl)nc(C)n1)c1ccc(C)cc1	9	0.3	-2	-1	0	-6	0.7	i	-10	7
CCN1CCN(c2ncnc3c2cnn3-c2ccc(Cl)cc2)CC1	8	-0.9	1	3	-6	1	-1.0	i	0	2

Individual results from the list:
Value for COc1ccc(-n2c(=O)c(CCC(=O)N(C)Cc3cccs3)nc3ccccc32)cc1 in PABP1 MLLE inh: 5
Value for NC(=O)C1=C(N=C2CCCCC2)CCCC1 in Scp1 inh: -5
Value for O=C(COC(=O)CNC(=O)C1CCCCC1)Nc1cccc(F)c1 in PABP1 MLLE inh: -1
